RSV CPE inhibition = inhibition of RSV-induced cytopathic effect – HEp-2 cells, primary 10 µM value included (AID 2391) | one-dose CPE inhibition, % at 10 µM; IC50 in µM for titrated hits | 310,000 tested, 0.13% active | HEp-2 cells, RSV-induced CPE inhibition; higher % means a stronger effect; in the data active means a potency from the dose series; inconclusive means CPE inhibition mostly from about 23% at the one dose, without a potency; inactive means the rest, 99 in 100 with CPE inhibition below about 21%; further: strong numbers were not always called active
NS5 inhibitors = Dengue-2 NS5 methyltransferase inhibitors, primary screen, biochemical, confirmation dose response (AID 588689); Dengue-2 NS5 methyltransferase capping enzyme assay, biochemical; higher % means a stronger effect; inhibition, % at 25 µM, or IC50 in µM where a hit was titrated; 340,000 tested, 0.3% active; in the data active means a potency from the dose series; inconclusive means inhibition above about 29% without an active follow-up result
Salmonella PhoP GFP = inhibitors of PhoP regulon expression, primary screen, Salmonella Typhimurium, GFP reporter (AID 1863); S. Typhimurium PhoP-regulated promoter GFP reporter, 4 h; higher % means a stronger effect; inhibition, % at 50 µM, or IC50 in µM where a hit was titrated; 300,000 tested, 0.16% active;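 active means inhibition over 29.93%, a cutoff 3 SD above the screen mean, later confirmed by dose response; inconclusive means inhibition over 29.93% but no dose response follow-up; inactive means inhibition at most 29.93% or unconfirmed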;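 further: 0% = low Mg2+ inducing control and 100% = high Mg2+ repressing control; strong numbers were not always called active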
Large T inhibition = TAg ATPase/helicase activity blockers – biochemical (AID 1903); 310,000 tested, 0.39% active; SV40 large T antigen ATPase/helicase inhibition assay; higher % means a stronger effect; inhibition, % at 20 µM; hits with a dose series show IC50 in µM; in the data active means a potency from the dose series; inconclusive means inhibition mostly from about 32% at the one dose, without a potency; inactive means the rest, 99 in 100 with inhibition below about 32%; further: strong numbers were not always called active
UTI89 phage lysis = protection from phage-mediated lysis, alamar blue read-out – E. coli UTI89, K1F phage, bacterial capsule biogenesis inhibitors (AID 488966) | 340,000 tested, 0.02% active | one-dose inhibition, % at 100 µM; IC50 in µM for titrated hits | E. coli UTI89 K1F phage lysis, alamar blue, 2 h; higher % means a stronger effect;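 active means phage lysis inhibition, versus mean bacterial control, above a set limit; inconclusive means no clear call, values can overlap the other calls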;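 further: capsule biogenesis inhibitors block K1F phage lysis so surviving cells raise fluorescence; higher fluorescence means more inhibition of phage lysis; actives were called in the ten point dose series up to 300 µM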
Rac1 GTP hydrolysis = MgcRacGAP GTPase-activating activity inhibitors, confirmation, biochemical, ADP Hunter fluorescence; MgcRacGAP-stimulated Rac1 GTP hydrolysis, ADP Hunter fluorescence; higher % means a stronger effect; GST-tagged Rac1 F28L mutant substrate; inhibition, % at 30 µM; hits with a dose series show IC50 in µM; 340,000 tested, 0.6% active; AID 624330;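 active means first-screen hits whose inhibition reached a set limit at any dose in the follow-up dose series; inconclusive means inhibition above the set first-screen limit but never retested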;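 further: fluorescence reports GDP produced by GAP-driven GTP hydrolysis; strong numbers were not always called active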
HIV fusion peptide = cell-free HIV fusion peptide-binding blockers – biochemical, uHTS, fluorescence dequenching, primary screen (AID 1986). cell-free peptide binding, fluorescence dequenching, 30 min; higher % means a stronger effect. one-dose inhibition, % at 20 µM; IC50 in µM for titrated hits. 290,000 tested, 0.3% active; in the data active means inhibition mostly above about 52%, no sharp cut-off; inactive means mostly below about 76%; further: some results filed as inactive read as strong as hits
GPR35 antagonists = inhibition of zaprinast-stimulated GPR35 beta-arrestin translocation – imaging, U2OS, beta-arrestin-GFP, zaprinast agonist, primary screen (AID 2058); 290,000 tested, 0.052% active; U2OS GPR35 beta-arrestin-GFP translocation imaging, zaprinast antagonism; higher % means a stronger effect; inhibition, % at 10 µM, or IC50 in µM where a hit was titrated;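 active means inhibition of at least 50% with at least 30 cells and total cytoplasm GFP at most 10,000,000; inconclusive means under 30 cells or total GFP of 10,000,000 plus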
GPR55 LPI antagonism = GPR55 antagonists blocking LPI-driven arrestin recruitment, primary screen, imaging, U2OS, beta-arrestin-GFP, LPI agonist (AID 2013); 290,000 tested, 0.13% active; U2OS GPR55 beta-arrestin-GFP translocation imaging, LPI antagonism; higher % means a stronger effect; inhibition, % at 10 µM; hits with a dose series show IC50 in µM;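 active means spots per cell inhibited over 60%, with over 100 cells counted and total cytoplasm intensity under 500,000; inconclusive means wells with under 100 cells, flagged as likely toxic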;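 further: U2OS cells stably carrying GPR55 and arrestin-GFP stimulated by 5 µM LPI near EC80; imaged beta-arrestin-GFP aggregate spots per cell after agonist stimulation; plate controls were LPI-stimulated DMSO wells for no effect and DMSO wells without LPI for full effect; some results filed as inactive read as strong as hits; confirmed hits need IC50 under 10 µM and bright autofluorescent wells are also inconclusive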
The depositor's hits bear a star; ? = inconclusive; . = no result given; [ ] = dose if it differs, or a comment.

SMILES	RSV CPE inhibition	NS5 inhibitors	Salmonella PhoP GFP	Large T inhibition	UTI89 phage lysis	Rac1 GTP hydrolysis	HIV fusion peptide	GPR35 antagonists	GPR55 LPI antagonism
Cn1c(N)c(C(=O)CSc2ncn[nH]2)c(=O)n(C)c1=O	-0.1%	-3%	-7%	-1%	0.3%	14%	-0.9%	18%	3%
COc1ccc(NC(=O)CSc2n[nH]c(C)c2[N+](=O)[O-])cc1	0.1%	-5%	-7%	8%	0.5%	1%	-2.0%	5%	-4%
CC(C)c1ccc(S(=O)(=O)Nc2ccc(N3CCOCC3)cc2)cc1	?	-10%	6%	8%	-0.1%	9%	-1.6%	11%	14%
Cc1n[nH]c(=O)c2c(NC(=O)CSc3nnc(-c4ccco4)n3C)oc(C)c12	1.9%	4%	.	.	0.4%	9%	.	.	.
COc1cc(NC(=O)c2ccc3c(c2)C(=O)N(CCC(C)C)C3=O)c(C(=O)O)cc1OC	1.0%	10%	5%	5%	-1.9%	14%	39%	4%	10%
COc1ccccc1/C=C/C(=O)OC(C)CN1CCCCC1 (centres undefined)	-0.8%	5%	1%	-5%	1.3%	7%	-1.4%	0%	19%
CC(=O)N1CCN(c2ccccc2NC(=O)COc2cc(C)cc(C)c2)CC1	16%	-9%	0%	5%	-0.1%	7%	-0.9%	-10%	-6%
Cc1cc(C)n(-c2nc3ccccc3n3nnnc23)n1	1.1%	3%	-4%	11%	0.0%	0%	-0.6%	-6%	7%
O=C(NC1CCN(C(=O)Nc2cccc(Cl)c2)CC1)c1ccccc1	1.7%	7%	-4%	2%	0.3%	10%	5.3%	-9%	7%
COc1ccc(OCc2nc(-c3ccc(F)c(F)c3)cs2)cc1	2.8%	-5%	-13%	3%	0.7%	6%	-0.1%	2%	-12%

Gathered by group: the compounds so far with an NH in an aromatic ring (3)
SMILES	RSV CPE inhibition	NS5 inhibitors	Salmonella PhoP GFP	Large T inhibition	UTI89 phage lysis	Rac1 GTP hydrolysis	HIV fusion peptide	GPR35 antagonists	GPR55 LPI antagonism
Cn1c(N)c(C(=O)CSc2ncn[nH]2)c(=O)n(C)c1=O	-0.1%	-3%	-7%	-1%	0.3%	14%	-0.9%	18%	3%
COc1ccc(NC(=O)CSc2n[nH]c(C)c2[N+](=O)[O-])cc1	0.1%	-5%	-7%	8%	0.5%	1%	-2.0%	5%	-4%
Cc1n[nH]c(=O)c2c(NC(=O)CSc3nnc(-c4ccco4)n3C)oc(C)c12	1.9%	4%	.	.	0.4%	9%	.	.	.

More structures:
SMILES	RSV CPE inhibition	NS5 inhibitors	Salmonella PhoP GFP	Large T inhibition	UTI89 phage lysis	Rac1 GTP hydrolysis	HIV fusion peptide	GPR35 antagonists	GPR55 LPI antagonism
C/C(=N\N1CCN(Cc2ccccc2Cl)CC1)c1ccc([N+](=O)[O-])cc1	20%	2%	0%	8%	-0.4%	3%	-0.5%	4%	6%
CCc1n[nH]c(=S)n1/N=C/c1ccc(-c2ccc(Br)cc2)o1	1.7%	-9%	.	28%	-1.3%	-4%	.	.	.
CC(C)N1CC2=C(OC(N)=C(C#N)C2c2cccnc2)/C(=C/c2cccnc2)C1 (centres undefined)	2.8%	3%	5%	5%	0.5%	5%	1.9%	0%	6%
CCC(=O)N1CCC2(CC1)Oc1ccc(Cl)cc1C(=O)C21CC(c2ccc(Cl)cc2)=NO1 (centres undefined)	3.1%	-7%	-2%	7%	2.7%	11%	-0.7%	-3%	-8%
O=C(Cc1ccccc1)Nc1ccc(NC(=S)NC(=O)c2ccccc2)cc1	1.8%	-7%	2%	10%	0.0%	13%	1.8%	4%	11%
COC(C(=O)NNC(=O)CCc1ccccc1)c1ccccc1 (centres undefined)	2.2%	-7%	4%	5%	-0.3%	0%	0.0%	-5%	4%
O=C1CCCC(O)=C1C=Nc1ccc2c(c1)oc1ccccc12	1.1%	1%	-6%	0%	0.2%	17%	4.8%	1%	-1%
Cc1nnc(SCC(=O)Nc2ccccc2)n1CCc1ccccc1	-0.7%	-1%	9%	9%	3.9%	6%	1.2%	13%	3%
CCOC(=O)c1ccc(N/N=C/c2cc(Br)cc([N+](=O)[O-])c2O)cc1	4.2%	18%	5%	8%	1.1%	-2%	21%	-12%	-10%
COCCn1c(SCC(=O)N2CC(C)OC(C)C2)nc2c([nH]c3ccccc32)c1=O (centres undefined)	-0.5%	2%	-6%	-2%	0.8%[50 µM]	10%	4.7%	-2%	1%
O=C(Nc1ccc2c(c1)CCC2)c1ccccc1Br	1.9%	-8%	-1%	9%	-0.1%	15%	-0.2%	0%	-4%
O=C(O)c1cc(NCc2ccccc2)ccc1N1CCOCC1	4.2%	6%	6%	6%	3.1%	21%	0.3%	5%	5%
CC(=O)Oc1cccc(N2C(=O)C3CC=C(Cl)CC3C2=O)c1 (centres undefined)	0.2%	-4%	-8%	2%	1.9%	15%	1.0%	6%	-6%
COc1ccc(/C=N/NC(=O)CCCCCNC(=O)c2ccccc2)cc1	1.5%	-6%	-2%	14%	0.1%	6%	-2.6%	-15%	1%
CCOC(=O)C1=C(C)N=c2s/c(=C\c3ccc(C(=O)O)cc3)c(=O)n2C1c1ccc(OC)cc1OC (centres undefined)	11%	.	0%	27%	0.5%	17%	.	.	.
O=C(CSCc1ccc(F)cc1)N1CCOCC1	5.1%	-3%	0%	-4%	0.3%	2%	-1.5%	8%	22%
CCCOC(=O)/C(C)=N\NC(=O)c1ccco1	0.7%	-6%	-5%	8%	-0.3%	11%	0.0%	10%	-6%
Cc1cc(C)c(S(=O)(=O)n2cnc3ccccc32)c(C)c1	-0.1%	1%	0%	-4%	2.4%	2%	-2.0%	12%	10%
CC12CCC(C(=O)N(CCCN3CCN(Cc4ccccc4)CC3)C1=O)C2(C)C (centres undefined)	-2.0%	1%	0%	2%	0.1%	1%	-0.9%	-9%	9%
CN(C)c1ccc(C=C(c2nnnn2-c2ccccc2)c2nnnn2-c2ccccc2)cc1	5.8%	5%	-22%	25%	-0.8%	4%	41%	-11%	10%

6 of these compounds in another layout.
Structure,RSV CPE inhibition,NS5 inhibitors,Salmonella PhoP GFP,Large T inhibition,UTI89 phage lysis,Rac1 GTP hydrolysis,HIV fusion peptide,GPR35 antagonists,GPR55 LPI antagonism
CCOC(=O)C1=C(C)N=c2s/c(=C\c3ccc(C(=O)O)cc3)c(=O)n2C1c1ccc(OC)cc1OC (centres undefined),11%,.,0%,27%,0.5%,17%,.,.,.
O=C(CSCc1ccc(F)cc1)N1CCOCC1,5.1%,-3%,0%,-4%,0.3%,2%,-1.5%,8%,22%
CCCOC(=O)/C(C)=N\NC(=O)c1ccco1,0.7%,-6%,-5%,8%,-0.3%,11%,0.0%,10%,-6%
Cc1cc(C)c(S(=O)(=O)n2cnc3ccccc32)c(C)c1,-0.1%,1%,0%,-4%,2.4%,2%,-2.0%,12%,10%
CC12CCC(C(=O)N(CCCN3CCN(Cc4ccccc4)CC3)C1=O)C2(C)C (centres undefined),-2.0%,1%,0%,2%,0.1%,1%,-0.9%,-9%,9%
CN(C)c1ccc(C=C(c2nnnn2-c2ccccc2)c2nnnn2-c2ccccc2)cc1,5.8%,5%,-22%,25%,-0.8%,4%,41%,-11%,10%

Continuation.
SMILES	RSV CPE inhibition	NS5 inhibitors	Salmonella PhoP GFP	Large T inhibition	UTI89 phage lysis	Rac1 GTP hydrolysis	HIV fusion peptide	GPR35 antagonists	GPR55 LPI antagonism
CCOc1ccc(N2CC(C(=O)NCc3ccc(F)cc3)CC2=O)cc1 (centres undefined)	-0.4%	-5%	4%	13%	3.6%	-1%	0.1%	-10%	-6%
O=C(COC(=O)CCN1C(=O)c2ccccc2C1=O)Nc1ccccc1[N+](=O)[O-]	0.4%	-6%	.	.	-0.5%	7%	.	.	.
O=C(CN1C(=O)CSc2ccc(S(=O)(=O)N3CCCCC3)cc21)NCc1ccccc1	.	-15%	2%	-1%	0.0%	4%	0.4%	-12%	4%
CC(C)N(Cc1ccccc1)C(=S)NC1CCCCC1	0.0%	-7%	4%	-4%	0.4%	0%	-1.6%	0%	15%
CC1(C)Cc2c(C#N)c(NCc3ccco3)nc(-c3ccco3)c2CO1	-0.3%	-2%	-4%	28%	0.5%	12%	29%	12%	-3%
CCOC(=O)C1=C(O)/C(=C\c2cc(C)n(-c3ccc(F)cc3)c2C)N=C1C	2.3%	.	-2%	7%	-0.1%	10%	19%	-11%	6%
C=CCNS(=O)(=O)c1ccc(OC)c(C)c1	1.1%	-4%	-5%	1%	1.9%	11%	-1.6%	-6%	15%
Cc1nc(N2CCN(Cc3nc4ccccc4[nH]3)CC2)c2oc3ccccc3c2n1	5.4%	-9%	4%	10%	-0.5%	14%	0.2%	12%	-4%
COc1ccc(OC)c(S(=O)(=O)N2CCCC(C(=O)N3CCCC3)C2)c1 (centres undefined)	1.4%	-5%	-6%	5%	-0.8%[50 µM]	4%	-0.2%	-4%	-6%
Cc1c(Cl)cccc1NC(=O)CNC(=O)c1ccccc1F	0.1%	-7%	-4%	-2%	7.1%	5%	1.1%	17%	-10%
CN(C(=O)c1ccc(Br)cc1)C1CCS(=O)(=O)C1 (centres undefined)	-0.9%	-1%	6%	7%	1.0%[50 µM]	6%	.	.	.
COc1ccc2c(CC(=O)Nc3ccc(OC)c(NS(=O)(=O)c4ccc(F)cc4)c3)coc2c1	39%	-9%	5%	0%	0.0%	4%	3.0%	-2%	35%
Cc1nc2ccc(Br)cc2c(-c2ccccc2)c1C(=O)O	0.2%	2%	-10%	9%	0.2%	3%	-0.3%	16%	-1%
O=C(CCc1ccccc1)N=C1SC2CS(=O)(=O)CC2N1c1ccc(F)cc1 (centres undefined)	0.8%	-6%	-3%	11%	0.1%	6%	-1.6%	-2%	6%
Cc1c(CN(C)C(=O)c2ccc(Br)o2)cnn1C	0.8%	-9%	11%	23%	0.6%	1%	-1.3%	9%	11%
CCN(CC)S(=O)(=O)c1ccc(N2CCc3ccccc3C2)nc1	?	-14%	7%	8%	0.1%	3%	-0.4%	0%	9%

Compounds as they come; overall some 1.5% were active at least once.
